Compound activity as filed in PubChem BioAssay.
Growth percent in the NCI-60 one-dose screen (48 h, 10 µM unless noted): 100 = growth as untreated, 0 = no growth, -100 = all killed.
NCI-H322M: NCI-H322M lung cancer; 2.7% of 80,000 active
HCT-15: HCT-15 colon cancer; 5.2% of 82,000 active; AID 1794746
COLO 205: COLO 205 colon cancer. AID 1794742. 7.3% of 79,000 active
NCI-H522: NCI-H522 lung cancer. 8% of 78,000 active
NCI-H226: NCI-H226 lung cancer; 3.5% of 79,000 active
HT29: HT29 colon cancer | AID 1794748 | 7.4% of 81,000 active
SW-620: SW-620 colon cancer; 5.2% of 82,000 active
NCI-H460: NCI-H460 lung cancer | 6.8% of 82,000 active
NCI-H23: NCI-H23 lung cancer | AID 1794731 | 4% of 80,000 active
Starred values were filed as active, the others as inactive; / = not tested or not shown; & = joins results of further samples. The calls were made as follows: active = growth percent below 10; inactive = the rest.

Sample of the layout:
smiles | SW-620 | NCI-H460 | HCT-15 | HT29 | COLO 205 | NCI-H522 | NCI-H322M | NCI-H226 | NCI-H23
OCC(c1ccccc1)[n+]1ccccc1 (stereo unspecified) | 99&102 | 110&107 | 99&99 | 72&103 | 93&100 | 54&102 | 104&106 | 97&94 | 107&101
COC(=O)CCC(NS(=O)(=O)/N=C1\NC(=O)NC1=C(Cl)Cl)C(=O)OC (stereo unspecified) | 107 | 112 | 103 | 116 | 130 | 101 | 105 | 102 | /
Cc1nn(-c2ccccc2)c2nc3c(c(-c4ccc(Cl)cc4)c12)CNC1(N3)C(=O)N(C)c2ccccc21 (stereo unspecified) | 96 | 94 | 97 | 80 | 92 | 62 | 87 | 83 | 98
Nc1nnc(-c2cc(=O)oc3c2ccc2ccccc23)o1 | 96 | 108 | 103 | 108 | 111 | 93 | 99 | 95 | 97
CN1CCc2nc3sc(C(=O)c4ccccc4)c(N)c3cc2C1 | 87 | 104 | 81 | 78 | 89 | 64 | 86 | 95 | 96

Main list, from the first entry:
smiles | SW-620 | NCI-H460 | HCT-15 | HT29 | COLO 205 | NCI-H522 | NCI-H322M | NCI-H226 | NCI-H23
OCC(c1ccccc1)[n+]1ccccc1 (stereo unspecified) | 99&102 | 110&107 | 99&99 | 72&103 | 93&100 | 54&102 | 104&106 | 97&94 | 107&101
COC(=O)CCC(NS(=O)(=O)/N=C1\NC(=O)NC1=C(Cl)Cl)C(=O)OC (stereo unspecified) | 107 | 112 | 103 | 116 | 130 | 101 | 105 | 102 | /
Cc1nn(-c2ccccc2)c2nc3c(c(-c4ccc(Cl)cc4)c12)CNC1(N3)C(=O)N(C)c2ccccc21 (stereo unspecified) | 96 | 94 | 97 | 80 | 92 | 62 | 87 | 83 | 98
Nc1nnc(-c2cc(=O)oc3c2ccc2ccccc23)o1 | 96 | 108 | 103 | 108 | 111 | 93 | 99 | 95 | 97
CN1CCc2nc3sc(C(=O)c4ccccc4)c(N)c3cc2C1 | 87 | 104 | 81 | 78 | 89 | 64 | 86 | 95 | 96
O=S(=O)(Nc1ccccc1Cl)c1ccc(Br)cc1 | 103 | 102 | 101 | 95 | 108 | 84 | 98 | 90 | 97
Nc1nc(N)c(N=Nc2ccc(S(N)(=O)=O)cc2)cc1N=Nc1ccccc1 | 106 | 95 | / | 68 | 83 | 75 | 77 | 94 | 98
CN1CCN(Cc2ccc(NC(=O)c3cncc(C#Cc4cncc5[nH]ncc45)c3)cc2C(F)(F)F)CC1 | -29* | 3.2* | 11 | 11 | 1.4* | 23 | 14 | -43* | 7.8*
COC(=O)c1ccc(NC(=O)c2ccc(-c3cccc(N)c3)o2)cc1 | 107 | 102 | 97 | 103 | 108 | 88 | 96 | 101 | 95
Cc1nn(-c2ccccc2)c2ncn(/N=C/c3ccccc3)c(=N)c12 | 102 | 106 | 99 | 100 | 123 | 97 | 103 | 97 | 101
CN(C)C(=O)OCc1nc2c(N3CCOCC3)nc(Cl)nc2n1C | 97 | 103 | 103 | 107 | 114 | 89 | 108 | 101 | 102
O=C1CCN(c2ccc3ccccc3c2)C(=S)N1 | 96 | 101 | 103 | 113 | 107 | 93 | 103 | 89 | 97
CC1=NN(c2ccccc2)C(=O)C1O (stereo unspecified) | 88 | 95 | 108 | 113 | 104 | 102 | 86 | 91 | 94
COc1cccc(OC)c1C(=O)Nc1cccc(-c2cc(=O)c3ccccc3o2)c1 | 108 | 105 | 93 | 99 | 106 | 92 | 91 | / | 100
COc1cc(C2CC(c3ccc(Cl)c(Cl)c3)=NN2c2ccccc2)cc(OC)c1OC (stereo unspecified) | 84 | 73 | 74 | 56 | 84 | 52 | 84 | 87 | 78
CCCCC(O)(c1ccc(Cl)cc1)C(CN1CCOCC1)c1ccc(Cl)cc1 (stereo unspecified) | 47 | 19 | 35 | 54 | 100 | 20 | 71 | / | 31
COc1ccc(C2=NNC(c3ccc(Oc4nc5c(c(=O)n(C)c(=O)n5C)n4C)c(OC)c3)C2)cc1 (stereo unspecified) | 109 | 95 | 94 | 96 | 127 | 84 | 102 | 90 | 103
CC(C)CSc1nc(Nc2ccccc2)c(C#N)c(-c2ccc(F)cc2)n1 | 55 | 3.5* | 67 | 51 | 20 | 59 | 28 | 6.9* | 39
Cc1ccc[n+](CCC(N)=O)c1 | 97 | 91 | 111 | 98 | 107 | 90 | 103 | 100 | 95
CCOC(=O)c1cnc2ccc(C)cc2c1Nc1cccc(NS(C)(=O)=O)c1 | 101 | 105 | 101 | 113 | 121 | 91 | 99 | 110 | 98
CSc1nc(N)n(/N=C(\C)c2cccs2)c(=O)c1C#N | 104 | 112 | 107 | 119 | 107 | 100 | 95 | 90 | /
CC(=O)Nc1cc2c(cc1Cl)C(=O)c1ccccc1C2=O | 102 | 103 | 99 | 100 | 104 | / | 100 | 86 | 104
O=C1c2ccccc2C(=O)c2c(N=Nc3c(O)[nH]c4ccc(Cl)cc34)cccc21 | 101 | 109 | 104 | 93 | 108 | 94 | 108 | 84 | 93
COc1cccc(/C=C2\Cc3c(Br)cccc3C2=O)c1OC | 93 | 104 | 92 | 104 | 99 | 91 | 88 | 86 | 84
O=C(Nc1ncc(Cc2ccccc2Cl)s1)c1ccc2c(c1)OCCO2 | 32 | 5.4* | 10 | 6.0* | -3.8* | 1.6* | 49 | 30 | 41
Cc1cc(C)c(Br)c(C)c1Br | 99 | 103 | 100 | 106 | 104 | 97 | 100 | 96 | 102
O=C(Cn1c2ccccc2c2ccncc21)N/N=C\c1ccc2ccccc2c1 | 26 | 5.4* | 24 | -8.9* | 32 | 38 | 39 | 32 | 55
CCC(C)COC(=O)c1ccc([N+](=O)[O-])cc1 (stereo unspecified) | 102 | 103 | 113 | 107 | 115 | 101 | 106 | 95 | 94
COc1ccc(-c2cc(-c3cccn3C)c(C#N)c(=O)n2C=O)cc1OC | 104 | 130 | 99 | 95 | 113 | 97 | 104 | 108 | 82
Cc1ccc(S(=O)(=O)N2CCc3ccc(O)c4c3C2Cc2cc(Cl)ccc2-4)cc1 (stereo unspecified) | 33 | 34 | 48 | 103 | / | 18 | 78 | / | /
Cc1nc2ccccc2c(/C=C/c2ccccc2)c1C(=O)/C=C/c1ccc(Cl)cc1 | 4.0* | -38* | -13* | -8.7* | 31 | -19* | 50 | / | 35
CCOC(=O)C1=C(C)NC(SCc2nnc(-c3ccc(Cl)cc3)o2)=NC1c1ccc(Br)cc1 (stereo unspecified) | 91 | 80 | 65 | 79 | 78 | 68 | 86 | 79 | 76
Oc1[nH]c2ccccc2c1N=Nc1n[nH]c(=S)n1/N=C/c1sc2ccccc2c1Br | 113 | 111 | 95 | 102 | 99 | 104 | 91 | 103 | 100
N#Cc1c(-c2ccccc2)nc(SCC(=O)NNc2ncnc3ccccc23)[nH]c1=O | 103 | 108 | 105 | 113 | 109 | 102 | 106 | 99 | /
NC(=O)c1ncn(C2O[C@H](CO)[C@@H](O)[C@H]2O)c1N (stereo partly specified) | 99 | 107 | 113 | 106 | 110 | / | / | 110 | 99
CC(=O)c1cc(F)ccc1O | 112 | 109 | 103 | 94 | 121 | 87 | 93 | 113 | 100
CCOC(=O)C1CN(Cc2ccccc2)C(=O)C1=O (stereo unspecified) | 95 | 106 | 86 | 115 | 94 | 99 | 95 | 93 | 105
O=C1C=Cc2ncccc2C1=O | / | 111 | 80 | 108 | 54 | 89 | 98 | 82 | 70
COc1ccc(C/C(C)=C(\c2ccc(O)cc2)c2ccc(OCCN3CCCCCC3)cc2)cc1 | 91 | 95 | 75 | 51 | 94 | 99 | 94 | 94 | 94
COc1cc2oc(-c3cccc(NC(=O)Nc4ccc(Br)cc4)c3)cc(=O)c2c(OC)c1OC | 73 | 31 | 38 | 51 | 87 | 29 | 83 | 99 | 36
O/N=C\CCC/C=N/O | 106 | 107 | 101 | 103 | 132 | / | 95 | 103 | 108
CC(C)(C)CC(C)(O)CN(CC(C)(O)CC(C)(C)C)C(=S)S (stereo unspecified) | 107 | 109 | 103 | 90 | 107 | 86 | 102 | 102 | 103
Cc1cc(C)c([N+](=O)[O-])c([N+](=O)[O-])c1C | 113 | 107 | 99 | / | 104 | 80 | 91 | 98 | 110
CCOC(=O)C1=C(N)N(c2ccccc2)C2=C(C(=O)CC(C)(C)C2)C1c1cccnc1 (stereo unspecified) | 107 | 123 | 105 | 104 | 114 | 85 | 93 | 98 | 100
Cc1ccc2c(c1)=NC(=O)/C(=C\c1sc(=O)[nH]c1O)C=2 | 100 | 93 | 100 | 103 | 105 | 81 | 101 | 101 | 95
CC(=O)n1nc(C(=O)OC(C)(C)C)c2ccccc21 | 108 | 106 | 110 | 114 | 111 | 101 | 102 | 89 | 102
COc1ccc2nc3ccccc3c(NCCNCC(C)O)c2c1 (stereo unspecified) | 0.1* | -11* | 23 | 1.4* | -28* | -26* | -3.3* | -4.2* | -2.2*
NCC(=O)NC1CCCCC1 | 105 | 109 | 106 | 97 | 112 | 82 | 101 | 86 | 103

Entries shown so far containing fluorine, in the order listed:
smiles | SW-620 | NCI-H460 | HCT-15 | HT29 | COLO 205 | NCI-H522 | NCI-H322M | NCI-H226 | NCI-H23
CN1CCN(Cc2ccc(NC(=O)c3cncc(C#Cc4cncc5[nH]ncc45)c3)cc2C(F)(F)F)CC1 | -29* | 3.2* | 11 | 11 | 1.4* | 23 | 14 | -43* | 7.8*
CC(C)CSc1nc(Nc2ccccc2)c(C#N)c(-c2ccc(F)cc2)n1 | 55 | 3.5* | 67 | 51 | 20 | 59 | 28 | 6.9* | 39
CC(=O)c1cc(F)ccc1O | 112 | 109 | 103 | 94 | 121 | 87 | 93 | 113 | 100

Remaining list, next part.
smiles | SW-620 | NCI-H460 | HCT-15 | HT29 | COLO 205 | NCI-H522 | NCI-H322M | NCI-H226 | NCI-H23
COc1nc(N2CCOCC2)nc2cc(NCc3ccccc3)ccc12 | 97 | 101 | 86 | 81 | 101 | 66 | 94 | 86 | 89
CCCCCc1cc[n+](CC(=O)c2ccc([N+](=O)[O-])cc2)cc1 | 49 | 50 | 94 | 22 | -5.2* | 46 | 107 | 97 | 70
O=C(O)CN(CC(=O)O)CC(O)CN(CC(=O)O)CC(=O)O | 101 | 103 | 106 | 85 | 95 | 86 | 110 | 101 | 100
C/C=C/C(O)CC (stereo unspecified) | 102 | 101 | 102 | 100 | 99 | 95 | 102 | 110 | 104
CCCCCSc1ccc2nc(NC(=O)OCC)sc2c1 | 20 | 11 | 25 | 13 | / | 21 | 41 | 22 | 19
C=C(C)[C@@H]1CCC=C2CC[C@]3(C)[C@H](CC[C@@H]4[C@@]5(C)CCC(=O)NC(C)(C)[C@@H]5CC[C@]43C)[C@H]21 | 99 | 111 | 102 | 81 | 103 | 79 | 107 | 103 | 99
COc1cc(-c2nc(SC(C)C)[nH]c(=O)c2C#N)ccc1OCc1ccccc1 | 104 | 100 | 94 | 107 | 115 | 90 | 98 | 81 | 104
CC(=O)/C(=C/c1cccc(Cl)c1)C(=O)c1ccccc1 | 71 | 102 | 70 | 68 | 107 | 57 | 100 | 84 | 90
CC(C)(C)C(=O)C[n+]1cccc2c3ccccc3ccc21 | 90 | 84 | 101 | 74 | 74 | 71 | 93 | 98 | 83
COc1ccc(C(=O)NCCc2ccc(OC)c(OC)c2)cc1O | 102 | 108 | 124 | 102 | 125 | 93 | 79 | 107 | 102
O=C(O)c1ccccc1SSc1ccccc1C(=O)O | 99&105&99 | 103&104&101 | 96&92&106 | 99&99 | 110&110&102 | 93&94 | 111&91&102 | 100&96&89 | 115&98&110
O=C(O)c1cc2ccccc2c(Br)c1O | 111 | 112 | 92 | 99 | 104 | 89 | 98 | 111 | 105
Oc1c(CN2CCC(N3CCCCC3)CC2)cc(Cc2cc(CN3CCC(N4CCCCC4)CC3)c(O)c3ncccc23)c2cccnc12 | 29 | 5.8* | 21 | 16 | -3.1* | -35* | 20 | 5.2* | 39
C=C1CCC2C3(C)COC(c4ccco4)OC3CCC2(C)C1C/C=C1/C(=O)OCC1O (stereo unspecified) | 45 | 93 | 59 | 63 | 118 | 63 | 103 | / | 99
CS(C)=O | 103 | 109 | 114&109 | 115&103 | 145&108 | 114&100 | 106 | 117&95 | 118&96
O=C(Nc1cnc(C(F)(F)F)cn1)c1cc(Cl)ccc1O | 11 | 4.2* | 11 | 23 | 14 | -13* | 7.8* | 8.6* | 2.6*

Reformatted: results already given
Values in the order: SW-620	NCI-H460	HCT-15	HT29	COLO 205	NCI-H522	NCI-H322M	NCI-H226	NCI-H23
COc1ccc(C(=O)NCCc2ccc(OC)c(OC)c2)cc1O
  102	108	124	102	125	93	79	107	102
O=C(O)c1ccccc1SSc1ccccc1C(=O)O
  99&105&99	103&104&101	96&92&106	99&99	110&110&102	93&94	111&91&102	100&96&89	115&98&110

Next part.
smiles | SW-620 | NCI-H460 | HCT-15 | HT29 | COLO 205 | NCI-H522 | NCI-H322M | NCI-H226 | NCI-H23
CC(=O)Oc1ccc(CC(=O)O)cc1 | 104 | 109 | 102 | 111 | 131 | 107 | 113 | 96 | 96
COc1ccc(C(N)=O)cc1 | 104 | 109 | 103 | 108 | 106 | 95 | 97 | 102 | 102
CC1(C)O[C@@H]2CC3C4CCC5=CC(=O)C=C[C@]5(C)C4[C@@H](O)C[C@]3(C)[C@]2(C(=O)CO)O1 (stereo partly specified) | 105 | 96 | 106 | 106 | 106 | 77 | 107 | 80 | 100
CCOC(=O)c1c2c(cn1Cc1ccc(OC)cc1)-c1oncc1CC2 | 101 | 111 | 73 | 118 | 117 | 79 | 93 | 84 | 97
O=C(CCSCCC(=O)N/N=C/c1ccccc1O)N/N=C\c1ccccc1O | 98 | 99 | 91 | 111 | 92 | / | 90 | 97 | 94
